# Screening results (PubChem)
# TrxR1 substrate – rat thioredoxin reductase 1 substrate activity; O89049; purified TrxR1 substrate turnover, NADPH consumption readout; Potency, µM (doses to about 114 µM), for inactives: top-dose activity change, negative = substrate turnover; actives 0.01% (n = 390,000); AID 588456; note: potency is the fitted concentration of half-maximal effect; % is set by controls: 0 for no effect and ±100 for the full control effect; nearly all actives have a fitted effect of over 50% in size
# Target sequence (O89049 whole entry, looked up): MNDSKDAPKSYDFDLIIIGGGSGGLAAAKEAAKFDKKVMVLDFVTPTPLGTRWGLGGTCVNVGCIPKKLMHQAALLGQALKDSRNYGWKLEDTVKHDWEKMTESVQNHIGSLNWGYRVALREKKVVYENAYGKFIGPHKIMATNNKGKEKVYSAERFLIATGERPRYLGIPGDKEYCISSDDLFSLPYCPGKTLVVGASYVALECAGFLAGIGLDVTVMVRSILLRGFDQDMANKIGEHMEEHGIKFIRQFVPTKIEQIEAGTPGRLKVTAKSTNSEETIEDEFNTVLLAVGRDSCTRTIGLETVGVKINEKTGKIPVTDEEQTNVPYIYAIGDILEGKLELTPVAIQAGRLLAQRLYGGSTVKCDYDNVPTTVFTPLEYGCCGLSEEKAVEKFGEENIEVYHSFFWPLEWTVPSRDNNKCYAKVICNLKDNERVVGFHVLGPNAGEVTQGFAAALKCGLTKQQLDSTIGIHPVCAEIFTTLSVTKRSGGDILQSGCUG
#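 Rat TrxR1, dispensed at 90 nM, was prereduced with 400 uM NADPH (final) for 5 min at ~22 deg C, then incubated with compound 15 min before 400 uM selenite. A first-read NADPH fluorescence drop versus no-compound background flagged substrates.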
# USP1 inh – USP1/UAF1 (human) deubiquitinase inhibition | actives 0.23% (n = 390,000) | O94782 | AID 743255 | recombinant USP1/UAF1, Ub-Rhodamine cleavage fluorescence | Potency, µM (series often up to 57.1 µM), for inactives: at the top dose activity change, negative = inhibition, usual class: inhibitors; note: potency is the fitted concentration of half-maximal effect; % is set by controls: 0 for no effect and ±100 for the full control effect; nearly all actives have a fitted effect of over 60% in size; inactives centre near -12
#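 USP1/UAF1 complex at 1 nM was preincubated with compound for 15 min at room temperature, then Ub-Rho substrate (150nM final) was added. Fluorescence (480/540 nm) was read kinetically, 6 reads every 60 seconds.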
# TrxR1 inh – blocks rat thioredoxin reductase 1; O89049; recombinant rTrxR1, NADPH fluorescence consumption, selenite substrate; Potency, µM (series often up to 114 µM), for inactives: at the top dose activity change, negative = inhibition, actives largely listed as inhibitors; actives 1% (n = 390,000); AID 588453; note: potency is the fitted concentration of half-maximal effect; % is set by controls: 0 for no effect and ±100 for the full control effect; nearly all actives have a fitted effect of over 65% in size
#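 Rat TrxR1 (90 nM in the dispensed reagent) was pre-reduced with 400 uM NADPH for 5 min at room temperature, then incubated with compound for 15 min. After 400 uM selenite was added, NADPH fluorescence (Ex 340/Em 450 nm) was followed for 8 min.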
# LDHA block – inhibitors of human lactate dehydrogenase A; P00338; purified LDHA, NADH/diaphorase-resazurin fluorescence; stronger effect = lower value; activity change, % (values are at about 110 or 230 µM); actives 0.15% (n = 480,000); AID 1347041; in the data active = activity change below about -30%; inconclusive = mostly about -25% to -30%;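 note: plate controls were DMSO wells for no effect and wells without enzyme for full effect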
#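 Enzyme activity of human lactate dehydrogenase 5 (2 nM; 0.06 mM NADH, 0.2 mM pyruvate, 5 min, RT) is measured via a resazurin/diaphorase fluorescence readout of residual NADH.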
# mIDH1 inhibitor – human IDH1 R132H inhibition | O75874 | IDH1-R132H enzyme, NADPH consumption, diaphorase/resazurin fluorescence | Potency, µM (highest dose often 76.6 µM), for inactives: at the highest dose activity change, negative = inhibition, hits mostly inhibitors | actives 0.093% (n = 390,000); note: potency is the fitted concentration of half-maximal effect; % is set by controls: 0 for no effect and ±100 for the full control effect; nearly all actives have a fitted effect of over 65% in size
# Target sequence (O75874 whole entry R132H, stated change not applied): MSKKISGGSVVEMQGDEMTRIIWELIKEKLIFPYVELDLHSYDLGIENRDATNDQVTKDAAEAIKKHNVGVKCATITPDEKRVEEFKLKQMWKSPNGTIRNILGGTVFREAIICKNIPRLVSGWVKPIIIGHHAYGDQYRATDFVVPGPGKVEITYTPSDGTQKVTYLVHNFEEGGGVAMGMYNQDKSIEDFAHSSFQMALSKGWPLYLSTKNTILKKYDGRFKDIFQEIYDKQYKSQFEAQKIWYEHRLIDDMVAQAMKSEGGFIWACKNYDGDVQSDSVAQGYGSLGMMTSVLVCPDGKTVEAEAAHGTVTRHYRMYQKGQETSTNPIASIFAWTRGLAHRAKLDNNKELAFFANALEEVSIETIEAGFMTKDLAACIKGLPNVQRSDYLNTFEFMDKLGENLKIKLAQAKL
#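 IDH1-R132H (0.5 ug/mL dispensed) in pH 7.5 Tris buffer was preincubated 30 min with compound, then given a substrate mix of 0.016 mM NADPH and 2 mM alpha-KG for 80 min at room temperature; remaining NADPH was read by diaphorase/resazurin fluorescence.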
# Vif-APOBEC3G blk – inhibitors of Vif-APOBEC3G interaction; Potency, µM (highest dose often 46.1 µM), for inactives: at the highest dose activity, negative = active, most hits filed as inhibitors; HeLa A3G-eYFP + Vif (tagged APOBEC3G with the HIV-1 protein that degrades it), YFP fluorescence, overnight; actives 0.076% (n = 410,000);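 note: potency is the fitted concentration of half-maximal effect; % is set by controls: 0 for no effect and ±100 for the full control effect; nearly all actives have a fitted effect of over 60% in size; hits raise eYFP signal because A3G escapes Vif-driven loss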
#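 Read-out is eYFP fluorescence (Ex 488/Em 500-530) from Vif-expressing HeLa A3G-eYFP cells; more signal means A3G escaped Vif-mediated degradation. Cells plated overnight, compound pinned in, incubated overnight at 37 deg C.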
# RGS4 inh – blocks human RGS4-accelerated GTP hydrolysis; Potency, µM (titrated, usually from 114 µM), for the others: at the top dose activity change, negative = inhibition, hits mostly inhibitors; Transcreener GDP fluorescence polarization, RGS4-accelerated GTP hydrolysis; actives 0.039% (n = 390,000); P49798; note: potency is the fitted concentration of half-maximal effect; % is set by controls: 0 for no effect and ±100 for the full control effect; nearly all actives have a fitted effect of over 75% in size; some results filed as inactive show a strong effect at the top dose
#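 MLSMR compounds (23 nl, pin-transferred) preincubated 10 min at room temperature with a 500nM (2x) first reagent, then RGS4 at 900nM (2x) plus Transcreener GDP mix added; fluorescence polarization (620/688 nm) read before and after 90 min at 30 °C.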
# Glioma ERSR ind – ER stress response induction in glioma. U87-MG GRP78 promoter luciferase reporter, 16 h. Potency, µM, inactives show at the top dose activation, usual class: activators. actives 0.02% (n = 420,000). AID 602332; note: potency is the fitted concentration of half-maximal effect; series mostly up to about 76 µM; % of control where 0% means no effect; nearly all actives have a fitted effect of over 35% in size
#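 Stably transfected U87-MG glioma cells carrying a GRP78-based luciferase sensor; 16 h compound incubation. Luminescence end-point read 10 min after Bright-Glo addition at room temperature.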
# Vif-APOBEC3F blk – blocks the Vif interaction with APOBEC3F; HeLa A3F-eYFP + Vif (tagged APOBEC3F with the HIV-1 protein that degrades it), YFP fluorescence increase; actives 0.2% (n = 390,000); AID 602313; Potency, µM (doses to about 46.1 µM), for inactives: top-dose activity, negative = active; note: potency is the fitted concentration of half-maximal effect; % of control where 0% means no effect; nearly all actives have a fitted effect of over 65% in size
#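 Fluorescence increase (Ex 488/Em 500-530) after overnight compound treatment at 37 deg C flags inhibition of Vif-driven A3F-eYFP loss in stable HeLa A3F-eYFP/Vif cells seeded overnight beforehand.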
# The depositor's hits bear a star; ? = inconclusive; . = no result given; & = joins results of further samples; [ ] = remark or other dose. Unless noted, calls come from the whole dose curve; as a rule, active = well fitted curve in the direction sought with a large enough effect; inconclusive = small, poorly fitted or top-dose-only effect, or another doubt; inactive = no such curve, though single readings can be large; an effect the other way counts as inactive or inconclusive. An excerpt; count on the stated rates, not on these rows.
SMILES,TrxR1 substrate,USP1 inh,TrxR1 inh,LDHA block,mIDH1 inhibitor,Vif-APOBEC3G blk,RGS4 inh,Glioma ERSR ind,Vif-APOBEC3F blk
COc1cc(OC)c2c(-c3ccccc3)cc(=O)oc2c1C(CCN1CCOCC1)c1ccc2c(c1)OCO2 (stereo not drawn),0.0%,-15.7%,15.6%,-2.3,-0.1%[38.3 µM],0.0%,0.9%,-0.5%&-5.1%,2.3%
O=C(NOC(=O)c1c(F)cccc1Cl)c1ccc(Cl)c(Cl)c1,10.5%[57.1 µM],-16.4%,11.3%[57.1 µM],-3.0,1.3%,2.2%,-12.1%,2.3%,14.3%
CC(C)(C)c1cc(CSC(=S)NC2CCS(=O)(=O)C2)c(Br)c(C(C)(C)C)c1 (stereo not drawn),-18.0%[57.1 µM],?,5.5%[57.1 µM],2.4,8.0%,2.2%,-13.9%,-16.3%,6.6%
COc1cccc(-c2cc(C(F)(F)F)nc(-n3nc(C)c(Br)c3C)n2)c1,24.5%,6.9%,7.6%,-6.1,8.2%,-9.1%,-17.1%,-2.1%,-1.0%
COC(=O)[C@H](C)NC(=O)/C=C/c1ccc(OC)cc1,-7.5%,-18.0%,7.7%,-4.2,0.0%,-6.3%,-1.9%,-1.0%,3.5%
CN(C(=O)C1CCN(S(=O)(=O)c2ccccc2)CC1)c1c(N)n(Cc2ccccc2)c(=O)[nH]c1=O,-2.3%,-8.3%,-7.3%,-4.6,2.7%,0.1%,1.1%,-2.3%,0.5%
O=C(Nc1cccc(-c2csc(Nc3ccccc3)n2)c1)c1ccccc1,-8.2%[57.1 µM],-23.6%,8.4%[57.1 µM],-1.9,-0.2%,-16.3%,-3.8%,-4.2%,6.7%
CN(Cc1ccco1)c1ncnc2ccc(-c3ccoc3)cc12,2.3%,.,-33.5%,2.5,.,5.1%,-12.9%,-1.5%&-3.6%,6.7%
O=C1SC(SCc2ccccc2)=N/C1=C\c1ccc(C(=O)O)cc1,4.7%[57.1 µM],-9.9%,12.3%[57.1 µM],-3.4,8.4%,3.3%,-2.2%,-2.5%,11.1%
COc1ccc(C2/C=C\CN(C(=O)C3CCCCC3)C(Cc3ccccc3)C(=O)N2Cc2ccc(F)cc2)cc1 (stereo not drawn),0.7%,.,8.8%[57.1 µM],.,.,-4.6%,21.7%,-1.9%,.
Cc1ccc(NC(=O)CS(=O)CC(=O)N(CC(=O)NC(C)(C)C)c2cccc(C)c2C)cc1 (stereo not drawn),11.5%[0.0914 µM],-4.7%,10.2%[57.1 µM],-9.6,7.4%,-2.7%,11.2%,-1.0%,1.3%
COC(=O)c1ccc(C2C(C#N)=C(N)Oc3cc(C)n(C)c(=O)c32)cc1 (stereo not drawn),10.2%[57.1 µM],8.6%,5.4%[57.1 µM],-8.0,-0.6%,3.7%,6.5%,-3.7%,-8.3%
Cn1cc([N+](=O)[O-])c(C(=O)NCC(=O)O)n1,-1.8%,8.8%,1.3%[57.1 µM],0.0,1.5%,-0.4%,14.4%,-5.2%,-0.6%
CCOc1cc(C2NC(=O)c3ccccc3O2)ccc1OC (stereo not drawn),-5.5%,-8.9%,10.0%[57.1 µM],-1.5,1.9%,2.2%,-23.5%,-1.5%,1.1%
CCOc1ccccc1NC(=O)c1c(NC(=O)COc2ccccc2)sc2c1CCCC2,3.8%,-14.8%,2.4%,-6.4,5.3%,-11.8%,0.0%,-4.8%,3.6%
O=C1C2C(c3ccccc3)C=CC(c3ccccc3)C2C(=O)N1c1cccnc1 (stereo not drawn),-1.1%,-21.8%,-2.4%,-10.5,0.7%,-3.4%,-5.4%,2.7%,2.2%
CN1C(=O)Cc2cc(S(=O)(=O)NCc3ccc(Cl)cc3)ccc21,6.2%[57.1 µM],-18.2%,16.2%[57.1 µM],-1.5,4.2%,-4.6%,-4.9%,0.9%,6.6%
COc1ccc(CNC(=O)c2ccc3c(=O)n(-c4ccccc4)c(=O)[nH]c3c2)cc1,6.9%[57.1 µM],-11.3%,10.9%[57.1 µM],-5.6,-1.9%,0.2%,-31.4%,1.6%,-8.5%
O=C(Nc1ccc2c(c1)OCCO2)c1cc(-c2ccccn2)nc2ccc(Br)cc12,-5.9%[57.1 µM],-2.9%,28.0%[57.1 µM],-3.5,3.6%,-0.1%,-28.0%,-5.8%,-0.1%
COc1ccc(C(=O)NC2=C(C#N)CCC2)cc1OC,-3.7%,2.7%,7.5%,-1.7,-3.8%,-0.9%,-21.6%,-1.7%,-0.2%
COc1ccc(NC(=O)CSC2=Nc3ccccc3C3=NC(CCC(=O)NCCc4ccccc4)C(=O)N23)cc1 (stereo not drawn),0.3%[57.1 µM],?,11.5%[57.1 µM],-1.5,0.0%,-2.0%,24.4%,-4.8%,1.7%
CCOC(=O)c1c(C)[nH]c(C)c1S(=O)(=O)N1CCC(C(=O)NCc2ccc(C)cc2)CC1,8.9%[57.1 µM],-18.2%,24.9%[57.1 µM],-4.7,1.3%,0.3%,-5.9%,0.9%,-12.2%
O=C(Cn1nnc(-c2ccc(NC(=O)c3ccccc3F)cc2)n1)NCc1ccc(F)cc1,14.7%,-19.6%,27.4%,-4.3,18.2%,-2.6%,-11.9%,1.7%,7.3%
O=C(O)COc1ccc(/C=C/c2nc(-c3ccccc3O)n[nH]2)cc1,1.1%,-20.0%,12.4%,4.2,0.2%,-0.2%,-5.0%,3.0%,0.1%
COc1ccc(C(=O)NCc2ccncc2)cc1S(=O)(=O)NCc1ccc(Cl)cc1,8.2%,-20.7%,29.7%,-1.1,-6.0%,1.3%,-6.2%,-3.3%,2.2%
OCC1OC(n2cnc3c(NC4CCCC4)ncnc32)C(O)C1O (stereo not drawn),-3.7%,-14.8%,1.2%,-12.0,-3.0%,0.0%,-14.6%,-2.3%,8.5%
Cc1cc(=O)[nH]c2ccc(Cl)cc12,-6.8%,-2.8%,-11.0%,-4.7,12.9%,-7.2%,-29.5%,-1.1%,-8.0%
NC(=O)c1sc(=S)n(-c2ccc(Br)cc2)c1N,-8.5%,-4.7%,10.2%,-10.3,-9.6%,-14.1%,-9.1%,-1.4%,0.7%
CCn1c(COc2ccccc2C(N)=O)nc2ccccc21,-6.1%,-8.9%,-9.0%,-2.3,9.2%,-0.9%,-2.3%,0.2%,5.8%
CCCNS(=O)(=O)c1ccc(OCC(=O)Nc2ccc3c(c2)OCO3)cc1,5.7%[57.1 µM],-9.1%,13.2%[57.1 µM],-3.1,-4.0%,-0.5%,6.3%,-3.9%,0.9%
C=CCNC(=O)c1c(-c2c(F)cccc2Cl)noc1C,-10.0%,-18.4%,-11.3%,-1.9,12.7%,2.9%,-22.8%,-3.0%,-6.0%
NC(=S)N/N=C/c1ccc(-c2ccccc2)o1,-6.1%,?,-17.4%,-4.9,-7.3%,-21.0%,-39.7%,1.3%,?
COc1cc(-c2nnc(COc3ccc4ccccc4c3)o2)cc(OC)c1OC,2.6%,-4.4%,9.7%,-3.4,-8.5%,-7.3%,9.9%,-2.0%,-6.5%
Cc1cccc(C(=O)c2cccc(C)c2)c1,-10.3%,-14.0%,-17.3%,-6.7,9.0%,1.2%,-29.7%,2.1%,1.2%
O=C(CCNc1cc(Cl)cc(Cl)c1)c1cccs1,3.1%,0.2%,28.2µM*,-1.3,1.4%,-12.5%,-11.2%,0.4%,0.8%
O=C(CSc1nc2ccsc2c(=O)n1CC1CCC(C(=O)O)CC1)c1ccc(Cl)cc1 (stereo not drawn),13.3%[57.1 µM],-4.7%,10.2%[57.1 µM],-5.3,8.6%,-0.3%,-5.9%,-3.8%,-6.4%
COc1ccccc1N1CCN(CCC(=O)Nc2cccc(F)c2)CC1,5.4%,-3.7%&-22.1%,4.0%,-6.0&1.4,-9.7%&10.7%,6.2%&4.7%,12.2%,-1.9%&-4.2%,-1.8%&0.1%
COCCN1Cc2cccc(C(=O)Nc3c(C)cc(C)cc3C)c2C1=O,-2.8%,0.0%,1.3%,1.1,-9.3%,0.8%,16.5%,-0.8%,-2.3%

# Structures listed above printed as active in TrxR1 inh:
structure,TrxR1 substrate,USP1 inh,TrxR1 inh,LDHA block,mIDH1 inhibitor,Vif-APOBEC3G blk,RGS4 inh,Glioma ERSR ind
O=C(CCNc1cc(Cl)cc(Cl)c1)c1cccs1,3.1%,0.2%,28.2µM*,-1.3,1.4%,-12.5%,-11.2%,0.4%

# Full records as entered above:
# Listed for Cc1cc(=O)[nH]c2ccc(Cl)cc12 = TrxR1 substrate = -6.8%; USP1 inh = -2.8%; TrxR1 inh = -11.0%; LDHA block = -4.7; mIDH1 inhibitor = 12.9%; Vif-APOBEC3G blk = -7.2%; RGS4 inh = -29.5%; Glioma ERSR ind = -1.1%; Vif-APOBEC3F blk = -8.0%
# Listed for NC(=O)c1sc(=S)n(-c2ccc(Br)cc2)c1N = TrxR1 substrate = -8.5%; USP1 inh = -4.7%; TrxR1 inh = 10.2%; LDHA block = -10.3; mIDH1 inhibitor = -9.6%; Vif-APOBEC3G blk = -14.1%; RGS4 inh = -9.1%; Glioma ERSR ind = -1.4%; Vif-APOBEC3F blk = 0.7%
